# Bioassay records deposited in PubChem BioAssay by several laboratories.
# CaV13 FRET inh: Disruptors of the CACNA1D IQ motif to Ca2+-dependent inactivation inhibitor domain association, primary screening, Förster resonance energy transfer in intact living … | HEK cells, CFP/YFP FRET ICDI-IQ, plate reader, 10 min; percent FRET-ratio fall versus neutral wells | inhibition, % at 12.3 µM | 340,000 tested, 0.098% active | AID 743397;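 active = mean replicate inhibition of at least 30% and at least 1% of replicates passing that level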;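 note: 0% = median of the neutral control wells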
# H9c2 protect: cardioprotection against H2O2-induced cell death, primary screen, uHTS, H9c2 cells, ATPLite luminescence; H9c2 cardiomyocytes, H2O2 injury protection, 2 h; AID 588492, 2011; 360,000 tested, 0.63% active; protection from H2O2 cell death, % at 20 µM;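 active = compounds giving at least 50% protection of heart cells from peroxide-induced death in the single-dose screen, raw or plate-pattern-corrected value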;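 note: 0% = DMSO wells with peroxide and 100% = DMSO wells without peroxide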
# ABCB6 inh 2: ABCB6 transporter inhibitors, primary screen, K562-ABCB6 cells, flow cytometry, MLPCN library; AID 602162, 2011; ATP-binding cassette sub-family B member 6 (Homo sapiens), Q9NP58; K562-ABCB6 porphyrin accumulation, 1 h; hits give low values; 360,000 tested, 0.19% active; fluorescence ratio to DMSO, % at 10 µM;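 active = fluorescence ratio to DMSO below 75%, the collection mean minus 3 SD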;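 note: signal is porphyrin accumulated inside mitochondria; 100% equals median channel fluorescence of DMSO control wells; lower ratio means ABCB6 inhibition with less porphyrin fluorescence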
# PDI turbidity: inhibitors of human PDI, primary screen, biochemical, turbidity, single point, plate reader | Protein disulfide-isomerase (Homo sapiens), P07237 | PDI insulin aggregation turbidity, A650, 90 min | inhibition, % at 10 µM | 350,000 tested, 0.052% active | AID 588391, 2011;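 active = mean inhibition across replicates of 30% or more, whatever share of single replicates reach that level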;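 note: absorbance from insulin aggregation driven by PDI reduction with DTT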
# Target sequence (P07237 whole entry, looked up): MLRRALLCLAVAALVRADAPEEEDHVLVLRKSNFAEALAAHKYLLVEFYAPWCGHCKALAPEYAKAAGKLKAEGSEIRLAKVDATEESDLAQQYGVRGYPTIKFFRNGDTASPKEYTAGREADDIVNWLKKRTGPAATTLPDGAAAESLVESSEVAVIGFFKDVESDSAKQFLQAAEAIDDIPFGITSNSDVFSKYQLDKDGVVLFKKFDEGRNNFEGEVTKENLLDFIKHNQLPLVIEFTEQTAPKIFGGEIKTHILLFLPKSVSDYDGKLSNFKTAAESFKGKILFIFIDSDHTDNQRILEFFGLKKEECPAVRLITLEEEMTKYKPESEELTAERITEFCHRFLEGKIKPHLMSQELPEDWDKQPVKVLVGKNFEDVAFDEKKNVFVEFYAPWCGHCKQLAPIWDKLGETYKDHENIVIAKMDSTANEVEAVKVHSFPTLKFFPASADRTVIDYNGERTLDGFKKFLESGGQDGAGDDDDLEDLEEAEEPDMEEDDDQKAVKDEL
# N-glyco inh: increase of ERlucT glycosylation luciferase signal, primary screen, N-linked glycosylation inhibitor project, D54 ERlucT cells, luminescence, set 2. D54 ERlucT glycosylation luciferase reporter, 24 h; percent of 100 nM tunicamycin response. reporter increase, % at 12.5 µM. 360,000 tested, 0.23% active. AID 588692, 2011;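 active = mean luciferase reporter signal, scaled so untreated is 0 and the glycosylation-blocking control 100, at or above a set limit in every replicate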;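 note: luciferase carries N-glycosylation sites so blocking glycosylation raises the light; 0% = median of neutral control wells and 100% = median of 100 nM tunicamycin wells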
# aDG glyco up: activators of alpha-DG glycosylation, primary screen, uHTS, Pro5-aDG cells, AlphaScreen | activation, % at 10 µM | alpha-DG glycosylation AlphaScreen (IIH6); 0% Pro5, 100% B10-LARGE cell signal | 360,000 tested, 0.22% active;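 active = activation of at least 8% versus controls, or a plate z-score of at least 8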;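 note: Pro5 are CHO cells carrying HIG-tagged alpha-DG that lacks glycosylation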
# Vif inh: HIV Vif self-association inhibitors, primary screen, imaging, HEK293T, single point; 340,000 tested, 0.35% active; inhibition, % at 7.49 µM; HEK293T cells, Vif self-association by quenched fluorescence, 24 h; AID 602346, 2012; in the data active = inhibition above about 50%, passing the limit was not always enough; note: some results filed as inactive read as strong as hits
# MC4R antagonist: MC4R antagonists of cAMP signaling, primary screen, cell-based, TR-FRET, antagonist arm of biased-ligand search; Melanocortin receptor 4 (Homo sapiens), P32245; MC4R-expressing cells, MTII-stimulated cAMP, LANCE TR-FRET; inhibition, % at 6.5 µM; 360,000 tested, 0.48% active; AID 540295, 2011;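 active = inhibition above its plate's cutoff, the mean of tested wells on that plate plus 3 SD, cut at about 29% in these data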;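 note: 0% = Melanotan II alone and 100% = Melanotan II plus saturating MCL0020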
# Target sequence (P32245 whole entry, looked up): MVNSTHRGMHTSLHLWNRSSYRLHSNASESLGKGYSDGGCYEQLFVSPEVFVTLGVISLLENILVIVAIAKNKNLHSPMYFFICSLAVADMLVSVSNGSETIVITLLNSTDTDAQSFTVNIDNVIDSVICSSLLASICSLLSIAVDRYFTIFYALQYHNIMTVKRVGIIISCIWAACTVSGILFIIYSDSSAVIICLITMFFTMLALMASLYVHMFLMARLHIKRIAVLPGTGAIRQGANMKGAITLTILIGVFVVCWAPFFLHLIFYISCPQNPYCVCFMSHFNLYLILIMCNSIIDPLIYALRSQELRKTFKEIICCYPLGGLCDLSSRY
#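 System: U2OS-MC4R stable cell line; Technique: Eu-cAMP/anti-cAMP TR-FRET, emission 671 nm; Repeats: single well per compound; Also added: Melanotan II; Dosing: one concentration, 6.5 µM nominal; Schedule: 30-min compound, 1-h challenge, 1-h detection, room temperature.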
# HTR2A ag: mouse Htr2a agonists via beta-arrestin recruitment, primary screen, cell-based, luminescence | 5-hydroxytryptamine receptor 2A (Mus musculus), P35363 | CHO-K1 mHTR2A beta-arrestin complementation; percent of 30 µM serotonin response | activation, % at 7.6 µM | 360,000 tested, 0.66% active | AID 624169, 2012;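 active = activation above a run cutoff, the mean activation of all tested compounds plus 3 SD, cut at about 14% in these data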;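 note: 0% = plate median of compound wells and 100% = 30 µM serotonin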
# MC4R barr agon: MC4R agonists recruiting beta-arrestin, primary screen, cell-based, luminescence, agonist arm of biased-ligand search; U2OS MC4R beta-arrestin complementation; percent of melanotan II response, DMSO zero; activation, % at 8.9 µM; 360,000 tested, 0.98% active;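 active = activation above a per-plate cutoff, the mean activation of sample wells on that plate plus 3 SD, cut at about 8% in these data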
# * marks the source's active call; other numbers are inactive results; . = not tested or not shown.
SMILES,CaV13 FRET inh,H9c2 protect,ABCB6 inh 2,PDI turbidity,N-glyco inh,aDG glyco up,Vif inh,MC4R antagonist,HTR2A ag,MC4R barr agon
CC(C)C(C)(C#N)NC(=O)CSc1ncnc2sc(-c3ccccc3)cc12 (centres undefined),-7,-5,96,3,0,0.4,.,1,-1,1.0
CCOc1nc2cnccc2n(CC(=O)Nc2cccc(C)c2C)c1=O,-4,1,99,-1,-2,0.4,1,11,4,-3.4
Cc1cc(NC(=S)Nc2ccccc2)ccc1Br,-9,-2,106,4,0,-0.1,6,20,0,0.8
CCn1ccnc1CN(C)C(=O)C1CCC(=O)N(Cc2cccc(C(F)(F)F)c2)C1 (centres undefined),-3,0,103,8,2,0.2,6,-3,15*,-0.2
Cc1cccc(N(CC(O)CN(C)C)S(=O)(=O)c2ccccc2)c1 (centres undefined),-4,10,105,-6,-2,0.9,.,2,-4,0.5
CN(Cc1ccccc1)CC(O)COc1ccc(CNCCc2ccncc2)cc1 (centres undefined),3,8,99,2,-3,0.0,11,5,-3,-0.3
CCCCN(C(=O)c1ccc(-c2ccc(Cl)cc2)o1)c1c(N)n(CCC)c(=O)[nH]c1=O,-2,5,101,-5,1,0.2,-3,1,-5,-1.4
CN(C)S(=O)(=O)c1ccc(S(=O)(=O)N(CC(=O)Nc2ccccc2)Cc2ccco2)cc1,-5,-1,97,-4,4,-0.4,6,3,-4,0.9
O=C(NCC1CCCO1)c1ccc(NS(=O)(=O)c2cccc([N+](=O)[O-])c2)cc1 (centres undefined),-2,5,98,6,2,-0.2,-4,13,0,-1.9
Cn1cnnc1SCc1ccc(C(=O)N/N=C/c2cccs2)cc1,0,-23,92,2,1,0.1,1,-3,0,-3.8

# By substructure: the entries above with a halogen.
SMILES,CaV13 FRET inh,H9c2 protect,ABCB6 inh 2,PDI turbidity,N-glyco inh,aDG glyco up,Vif inh,MC4R antagonist,HTR2A ag,MC4R barr agon
Cc1cc(NC(=S)Nc2ccccc2)ccc1Br,-9,-2,106,4,0,-0.1,6,20,0,0.8
CCn1ccnc1CN(C)C(=O)C1CCC(=O)N(Cc2cccc(C(F)(F)F)c2)C1 (centres undefined),-3,0,103,8,2,0.2,6,-3,15*,-0.2
CCCCN(C(=O)c1ccc(-c2ccc(Cl)cc2)o1)c1c(N)n(CCC)c(=O)[nH]c1=O,-2,5,101,-5,1,0.2,-3,1,-5,-1.4

# (more compounds)
SMILES,CaV13 FRET inh,H9c2 protect,ABCB6 inh 2,PDI turbidity,N-glyco inh,aDG glyco up,Vif inh,MC4R antagonist,HTR2A ag,MC4R barr agon
Cc1ccc(-n2cnc3cc(NCc4cccs4)ccc32)cc1,-4,-12,90,-2,-1,0.1,-9,-2,-3,1.6
COc1ccc(-c2cc(NC=O)c3ncc(-c4cccc(OC)c4)n3c2)cc1,-5,24,120,-6,13,-0.2,-8,-6,-8,3.2
COc1ccc2cc(C(c3nnnn3Cc3ccccc3)N3CCCCCC3)c(=O)[nH]c2c1 (centres undefined),.,1,100,-4,-1,-0.2,-5,-1,-1,1.0
Cc1ccc(C)c(C(=O)NC(C)c2ccc(-n3ccnc3)cc2)c1 (centres undefined),.,2,97,10,0,0.5,-1,8,-4,-2.3
Cc1cc(OCC(=O)N2CCOCC2)cc2oc(=O)c3ccccc3c12,-8,59*,191,-9,3,0.3,.,10,2,-0.7
Cc1nc(N2CCN(C(=O)c3ccco3)CC2)c2oc3ccccc3c2n1,.,15,92,3,2,0.1,-5,2,-2,-2.3
CNC(=O)CSc1nnnn1-c1cc(C)ccc1C,-4,7,92,-5,2,-0.1,5,3,-1,-2.1
O=S(=O)(Nc1nccs1)c1ccc(Cl)cc1,-8,0,92,-16,-2,-0.2,0,2,11,0.8
O=C(COc1cc2oc(=O)c3c(c2cc1Cl)CCC3)NCCN1CCOCC1,-4,6,84,5,2,-0.2,-4,-1,-9,-1.4
Cn1c(=O)c2c(nc(CN3CCN(C(=O)c4ccco4)CC3)n2Cc2ccc(Cl)cc2)n(C)c1=O,-5,3,99,-3,2,1.1,20,11,4,0.1
CSc1nc2ccc(Nc3nc(N4CCOCC4)nc(N4CCOCC4)n3)cc2s1,-5,70*,94,-3,-10,-0.1,-12,11,4,-1.9
CCCCN(C)C(=O)CCCCn1c(=O)[nH]c2cc(OCC)c(OCC)cc2c1=O,-5,10,89,-4,-1,-0.1,-5,4,-2,-2.1
Cc1nnc(NC(=O)c2ccc(S(=O)(=O)N3CCCCCC3)cc2)o1,-3,2,100,4,1,0.4,-11,20,4,0.6
C=CSc1sc(Cl)c(N(C)C)c1[N+](=O)[O-],-6,3,87,5,2,0.2,2,9,3,-1.7
O=C(NCCN1CCC(n2c(=O)[nH]c3ccccc32)CC1)c1ccc(Cl)cc1Cl,-5,.,123,.,.,-0.1,.,.,-2,.
CCOC(=O)c1c(NC(=S)NC(=O)c2ccco2)sc2c1CCCC2,-4,-6,98,-12,1,0.0,.,5,2,-1.3
C=CCSc1ncnc2c1oc1nc3c(cc12)COC(C)(C)C3,-4,10,91,-1,1,-0.1,-2,11,3,0.3
C=CC[C@H](CC(=O)N(CCO)Cc1ccccc1)C(=O)N[C@H](C)COC(=O)[C@@H](CC=C)CC(=O)OC(C)(C)C,-5,-2,97,9,2,0.2,-2,1,1,0.6
CCCCN1CC[C@H]2C=CC[C@@H](C(=O)N3CCOCC3)[C@H]2C1=O,-5,2,103,7,2,-0.4,33,4,-1,0.5
O=C(CNC(=O)c1ccc(Br)o1)NCc1ccc2c(c1)OCO2,-1,-2,108,-1,4,0.2,18,-3,-2,1.6

# Compound profiles, as listed above:
# Shown for CCCCN1CC[C@H]2C=CC[C@@H](C(=O)N3CCOCC3)[C@H]2C1=O = CaV13 FRET inh = -5; H9c2 protect = 2; ABCB6 inh 2 = 103; PDI turbidity = 7; N-glyco inh = 2; aDG glyco up = -0.4; Vif inh = 33; MC4R antagonist = 4; HTR2A ag = -1; MC4R barr agon = 0.5
# Shown for O=C(CNC(=O)c1ccc(Br)o1)NCc1ccc2c(c1)OCO2 = CaV13 FRET inh = -1; H9c2 protect = -2; ABCB6 inh 2 = 108; PDI turbidity = -1; N-glyco inh = 4; aDG glyco up = 0.2; Vif inh = 18; MC4R antagonist = -3; HTR2A ag = -2; MC4R barr agon = 1.6

# The list continues:
SMILES,CaV13 FRET inh,H9c2 protect,ABCB6 inh 2,PDI turbidity,N-glyco inh,aDG glyco up,Vif inh,MC4R antagonist,HTR2A ag,MC4R barr agon
OCCCCNCc1ccc(OCc2ccc(Cl)cc2Cl)cc1,-6,-21,97,-3,-9,1.8,0,1,-7,3.2
O=C(Nc1nc(-c2cccs2)cs1)c1cccc(S(=O)(=O)N2CCCCCC2)c1,-3,6,84,0,-1,-0.1,-21,-2,-1,-2.0
N=c1sccn1CC(=O)NCCc1ccc(Cl)cc1Cl,-5,11,99,1,2,0.2,.,-8,-3,-2.5
CC(C)(C(N)=O)N1CCN(c2ncc(C(F)(F)F)cc2Cl)CC1,.,-13,95,0,-7,0.2,8,7,2,-0.5
CC1=C(C#N)C(=O)NC(C)(C)C1,.,4,88,3,0,0.3,-20,2,-8,-1.7
COc1ccc(C2=CC3=C(Br)C(=O)C(C)(OC(=O)c4ccco4)C(=O)C3=CO2)cc1 (centres undefined),.,1,104,-2,5,0.7,-5,12,-1,-1.3
O=C(Nn1cnnc1)c1cc(Br)ccc1Cl,-5,1,96,0,-1,-0.2,-13,0,1,-0.3
COc1ccc(OC)c(NC(=O)Cn2c(CCC(=O)O)ccc2-c2ccc(C)cc2)c1,-4,2,98,7,0,0.1,2,19,-6,-2.9
Cc1cccc(-n2c(C)nc3cc(C(=O)NCCN4CCOCC4)ccc32)c1,-5,6,98,-4,-1,-0.1,13,12,-2,1.7
C=CCOc1ccc(C2N3CC4(C)CN2CC(CCC)(C3)C4=O)cc1 (centres undefined),-5,4,109,3,2,-0.1,0,12,-2,0.3
O=C(OCc1ccc([N+](=O)[O-])cc1)C1CC(=O)N(CCc2ccccc2)C1 (centres undefined),-8,3,92,3,-1,-0.2,.,3,1,-0.8
Cc1cc(N)n(-c2ccccn2)n1,-4,1,98,-3,-3,0.1,-1,18,6,1.2
c1csc(CN2CCOCC2)c1,-7,6,95,10,-1,-0.1,0,-5,9,-1.5
O=C(O)CCC(=O)c1c[nH]c2ccccc12,-3,8,96,8,1,-0.1,4,0,0,-3.4
Nc1nc(-c2ccccn2)nc(N)c1Cc1ccccc1F,-5,-23,98,-2,0,1.8,7,1,-2,-2.8
CCN1CCCC1CNC(=O)c1cc2c(C)nc3ccccc3c2o1 (centres undefined),-4,12,101,4,2,0.7,-3,2,-8,-1.3
CCOC(=O)c1ccc(Oc2cc(C)nc(Cl)n2)cc1,-2,6,99,1,1,0.6,27,-3,1,-2.0
Cc1ccc(S(=O)(=O)N2CCOCC2)cc1C(=O)Nc1ccccn1,-2,-6,98,-2,2,0.4,-1,3,-1,-1.6
CCCCCCCCNC1=CC(=O)CC(C)(C)C1,-4,-1,94,2,-2,1.3,-5,8,-1,-0.1
NC(=O)CC1Nc2cccc3cccc(c23)NC1=O (centres undefined),-19,0,98,0,3,-0.1,-6,3,2,-0.9
CCOc1cc(C(=O)NCc2ccc(F)cc2)ccc1OCC(=O)N1CCCCC1,-2,-1,101,0,1,0.2,-5,7,-1,-2.4
O=C(O)[C@@H]1CCCN1C(=O)CCc1c[nH]c2ccccc12,-3,-7,96,4,0,0.0,-3,1,1,-1.6
Cc1ccc(SCC(=O)OCC(=O)N(C)CC(=O)Nc2ccc(F)cc2)cc1,.,-6,103,7,0,-0.1,0,0,6,-1.0
CCOC(=S)N/C(=N\S(=O)(=O)c1ccc(C)cc1)c1ccccc1,-7,2,97,-10,0,-0.1,.,1,4,-2.4
CCc1ccc(NC(=O)CCc2nnc3ccc(N4CCC5(CC4)OCCO5)nn23)cc1,-3,-1,95,1,-2,0.0,-7,3,-5,-2.9
CCn1c(SCc2ccccc2Cl)nc2ccccc21,.,-8,100,-2,-3,-0.2,-2,9,-4,1.8
